GCN5L2 inh: qHTS Assay for Inhibitors of GCN5L2; Potency, µM (highest dose often 58.9 µM), inactives show top-dose activity change, negative = inhibition, most hits filed as inhibitors; GCN5L2 HAT assay, ThioGlo1 CoA-SH fluorescence; actives 0.21% (n = 390,000); Histone acetyltransferase KAT2A (Homo sapiens), Q92830
Target sequence (Q92830 whole entry, looked up): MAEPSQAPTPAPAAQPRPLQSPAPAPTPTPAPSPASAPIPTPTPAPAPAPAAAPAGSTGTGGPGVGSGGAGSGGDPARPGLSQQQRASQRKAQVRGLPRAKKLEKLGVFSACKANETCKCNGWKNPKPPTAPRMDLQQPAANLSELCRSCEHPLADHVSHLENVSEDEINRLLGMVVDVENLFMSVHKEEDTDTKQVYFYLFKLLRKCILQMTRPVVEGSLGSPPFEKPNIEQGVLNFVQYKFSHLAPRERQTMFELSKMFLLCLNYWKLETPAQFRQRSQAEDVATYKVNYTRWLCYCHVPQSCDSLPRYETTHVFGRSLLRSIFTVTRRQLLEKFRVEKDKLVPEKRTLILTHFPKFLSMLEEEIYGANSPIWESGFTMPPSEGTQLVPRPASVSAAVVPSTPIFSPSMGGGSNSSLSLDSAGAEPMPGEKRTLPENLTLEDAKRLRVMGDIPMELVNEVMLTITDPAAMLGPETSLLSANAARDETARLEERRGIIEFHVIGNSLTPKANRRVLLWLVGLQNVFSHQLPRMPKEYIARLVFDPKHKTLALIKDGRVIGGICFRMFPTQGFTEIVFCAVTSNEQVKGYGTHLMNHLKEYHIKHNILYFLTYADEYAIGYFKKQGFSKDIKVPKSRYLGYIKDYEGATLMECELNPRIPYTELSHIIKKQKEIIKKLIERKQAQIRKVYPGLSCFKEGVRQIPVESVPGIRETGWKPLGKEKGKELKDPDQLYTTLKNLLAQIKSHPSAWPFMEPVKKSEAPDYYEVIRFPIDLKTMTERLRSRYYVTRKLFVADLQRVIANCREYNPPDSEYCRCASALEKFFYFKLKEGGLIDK
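Compounds, pin-transferred from DMSO stocks, meet 20nM GCN5L2 for 15 min before the reaction begins with H3(1-25) peptide (75uM) and acetyl-CoA (70uM). Thiol-reactive ThioGlo1 reports CoA release over 20 min at room temperature.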
DT40 TDP1 CPT: qHTS for Inhibitors of human tyrosyl-DNA phosphodiesterase 1 (TDP1): qHTS in cells in presence of CPT; chicken DT40 Tdp1-/-;hTDP1 cells + 20 nM CPT, ATP luminescence, 48 h; Potency, µM (top dose mostly 46.2 µM), for inactives: at the highest dose activity change, negative = growth inhibition, actives largely listed as inhibitors; actives 12% (n = 420,000); also: nearly all actives have a fitted effect of over 55% in size
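Chicken DT40 Tdp1-/- cells stably complemented with human TDP1 were seeded at 400 cells/well in medium containing 20 nM camptothecin, exposed to pin-transferred compounds, and grown at 37 °C for at least 48 hr. Viability was read as ATP luminescence.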
TDP1 cell noCPT: qHTS for Inhibitors of human tyrosyl-DNA phosphodiesterase 1 (TDP1): qHTS in cells in absence of CPT | Potency, µM (series often up to 46.2 µM), without a hit: top-dose activity change, negative = growth inhibition, most hits filed as inhibitors | DT40 Tdp1-/- hTDP1 cells, no CPT, ATP luminescence, 48 h | actives 15% (n = 420,000); also: nearly all actives have a fitted effect of over 55% in size
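Chicken DT40 Tdp1-/- cells stably complemented with human TDP1 were seeded at 400 cells/well with DMSO in place of 20 nM camptothecin. After compound pinning, cells grew at least 48 hr at 37 °C; viability read by CellTiter-Glo luminescence.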
* = called active by the depositor; ? = inconclusive; . = not tested or not shown; & = joins results of further samples; [ ] = remark or other dose. Calls follow the shape of the dose curve; as a rule, active = well fitted curve in the direction sought with a large enough effect; inconclusive = small, poorly fitted or top-dose-only effect, or another doubt; inactive = no such curve, though single readings can be large; an effect the other way counts as inactive or inconclusive. % is scaled to controls: 0 for no effect and ±100 for the full control effect; potency is read from the fitted curve at half-maximal effect. Some of the compounds tested. The share of hits here may be higher or lower than overall.

No. | smiles | GCN5L2 inh | DT40 TDP1 CPT | TDP1 cell noCPT
1 | CCn1cc(CN(C)S(=O)(=O)c2ccc3ccccc3c2)c(C)n1 | -2.0% | 5.17µM* | 5.8µM*
2 | COC(=NC1CCCCC1)C(O)c1c[nH]c2ccccc12 (stereo not drawn) | -4.5% | -4.2% | -11.9%
3 | c1ccc(C(OCCN2CCNCC2)c2ccccc2)cc1 | -17.7% | -24.9% | -24.5%
4 | COc1ccc(NP(=O)(Nc2ccc(OC)cc2)Oc2ccccc2)cc1 | -0.2% | -22.0% | -29.5%
5 | Cc1cc(C)nc(NS(=O)(=O)c2ccc(N=Cc3c(O)n(C)c(=O)n(C)c3=O)cc2)n1 | -2.9% | -1.3% | -7.6%
6 | C/C(=C\c1csc(C)n1)[C@@H]1C[C@@H]2O[C@]2(C)CCC[C@H](C)[C@H](O)[C@@H](C)C(=O)C(C)(C)[C@@H](O)CC(=O)O1 | -6.1% | 0.0012µM* | 0.0013µM*
7 | CC(=NNC(=S)N1CC2CCC(CC2)C1)c1nccs1 | . | 0.0206µM* | 0.0259µM*
8 | Clc1ccc(CCNCc2ccncc2)c(Cl)c1 | -2.2% | ? | -27.1%
9 | CC1CCCCN1C(=O)Cn1cc(C=C2C(=O)N(C)C(=O)N(C)C2=O)c2ccccc21 (stereo not drawn) | 1.4% | 3.2% | 0.0%
10 | CCCCCCn1c(O)c(C(C)=NC)c(=O)[nH]c1=O | 2.6% | -1.6% | -8.4%
11 | CN1Cc2cccnc2N(C)Cc2cc(Cl)ccc21 | -2.6% | ? | -18.3%
12 | OCC1CN1C1CCCCC1 (stereo not drawn) | . | ? | ?
13 | COc1ccc(CN2C(=O)NC(=O)/C(=C/c3cc(OC)c(OC)c(OC)c3)C2=O)cc1 | -19.7% | -15.6% | -6.8%
14 | CN(C)c1ccc(P(=O)(OC2CCCCC2)C(Nc2ccccc2)c2cccnc2)cc1 (stereo not drawn) | -1.8% | ? | 20.6µM*
15 | c1ccc(N2[C@@H]3CC[C@H]2c2ccncc2C3)cc1 | . | 17.8% | 7.0%
16 | O=S(=O)(c1cc(Cl)cc(Cl)c1)N1Cc2cc(-c3cccc(F)c3)ccc2-n2nncc2C1 | . | ? | ?
17 | CC(C)C(=O)Nc1ccc(C(=O)NCc2cccnc2)cc1 | 1.5% | ? | ?
18 | CC#CP(=O)(OC)C(O)(CF)c1ccccc1 (stereo not drawn) | -4.6% | 7.2% | -2.2%
19 | O=C1COc2ccc(C(=O)COC(=O)Cc3ccccc3)cc2N1 | 1.9% | -5.8% | -5.3%
20 | CC(Cc1ccccc1Sc1ccccc1O)N(C)C (stereo not drawn) | -5.9% | ? | 11.6µM*
21 | Cc1cc(C=C2C(=O)N(C)C(=O)N(C)C2=O)c(C)n1-c1ccccc1 | -4.0% | -2.0% | 3.1%
22 | O=C1Nc2ccccc2/C1=C/c1cnc[nH]1 | -8.9% | ? | 18.4µM*
23 | CC(C)C1(C)N=C(c2ncccc2C(=O)O)NC1=O (stereo not drawn) | 0.0% | -20.7% | 0.9%
24 | COc1ccc2c(c1)/C(=C/c1cnc[nH]1)C(=O)N2 | -25.3%&-14.2%&-21.1% | 2.59µM* | 1.16µM*

One compound at a time (already shown). Screens in order: GCN5L2 inh, DT40 TDP1 CPT, TDP1 cell noCPT
Shown for O=C1Nc2ccccc2/C1=C/c1cnc[nH]1 : -8.9%, ?, 18.4µM*
Shown for CC#CP(=O)(OC)C(O)(CF)c1ccccc1 (stereo not drawn) : -4.6%, 7.2%, -2.2%
Shown for Cc1cc(C=C2C(=O)N(C)C(=O)N(C)C2=O)c(C)n1-c1ccccc1 : -4.0%, -2.0%, 3.1%

Following part.
No. | smiles | GCN5L2 inh | DT40 TDP1 CPT | TDP1 cell noCPT
25 | CCOC(=O)c1ccc(NC(=O)c2cccn(Cc3ccc(C)cc3)c2=O)cc1 | -3.7% | ? | -26.4%
26 | CN(C)c1ccc(/C=C/[N+](=O)[O-])cc1 | -3.3% | ? | 16.4µM*
27 | CCn1c(=N)n(Cc2ccccc2F)c2ccccc21 | -0.9% | ? | -22.6%
28 | Cc1ccccc1C1=NCC(=S)Nc2ccc(Cl)cc21 | 4.8% | ? | ?
29 | Nc1ccc(C2(c3ccc(N)cc3)CN3CCC2CC3)cc1 | -3.3% | 18.4µM* | 13µM*
30 | O=C(NCc1ccco1)c1ccc(Cn2c(=O)c3ccccc3n(Cc3cccc(F)c3)c2=O)cc1 | -2.7% | ? | ?
31 | Cc1cccc(NC(=O)Oc2ccc(Cl)c3cccnc23)c1 | . | 11.6µM* | 5.17µM*
32 | CCN1CC2(COC(=O)c3ccccc3N)CCC(OC)C34C5CC6C(OC)CC(O)(C5C6OC)C(O)(C(OC)C23)C14 (stereo not drawn) | 3.1% | -10.8% | -23.3%
33 | O=C(CCCCCCCCCCC(=O)NCc1cccnc1)NCc1cccnc1 | -2.7% | ? | ?
34 | CCN1C[C@]2(COC)CC[C@H](OC)[C@@]34C5C[C@H]6C(=O)C5[C@](O)(C[C@H]6OC)[C@@](O)(C(OC)C23)[C@@H]14 (stereo partly drawn) | . | 5.8% | -3.7%
35 | COc1ccccc1CCNC1CCCC(C)C1 (stereo not drawn) | -4.2% | -2.1% | ?
36 | C=CCn1c(O)c(C(C)=NC(C)c2ccccc2)c(=O)[nH]c1=O (stereo not drawn) | -7.0% | ? | 16.4µM*
37 | O=C1CC23c4ccccc4N4C(=O)CC5OCC=C6CN1C2CC6C5C43 (stereo not drawn) | . | -14.3% | ?
38 | Nc1ccc(Cl)cc1C(=O)c1ccccc1Cl | -4.7% | -25.6% | ?
39 | CC[C@]1(C(=O)OC)[C@H]2C(=O)N(Cc3ccccc3)C(=O)[C@H]2[C@H]2CN=C(SCc3ccc(C#N)cc3)N21 | -6.5% | ? | ?
40 | Cc1ccc(-n2c(O)c(/C=N/N3CCCCC3c3cccnc3)c(=O)[nH]c2=S)cc1 (stereo not drawn) | 7.1% | -5.2% | 23.4%
41 | C[C@@H]1NCCc2cc(O)c(O)cc21 | -1.1% | ? | ?
42 | CCOC(=O)c1c(-n2c(C)cc(C=C3C(=O)NC(=O)NC3=O)c2C)sc2c1CCCC2 | -4.1% | ? | 18.4µM*
43 | CC1CCCN(C(=O)c2ccc(N3CC4CC(C3)c3cccc(=O)n3C4)c([N+](=O)[O-])c2)C1 (stereo not drawn) | 4.1% | -13.3% | -24.2%
44 | Cc1ccc(-c2nc3ccc(C)cn3c2CC(=O)N(C)C)cc1 | 4.8% | ? | -12.1%&-22.2%
45 | O=C(O)/C=C/c1ccc2c(c1)OCO2 | . | -82.7% | 3.9%
46 | COC[C@]12CN(C)C3C4[C@H](OC)[C@H]1C3([C@@H](OC)C[C@H]2O)[C@@H]1C[C@@]2(O)[C@H](OC(=O)c3ccccc3)[C@@H]1[C@]4(OC(C)=O)[C@@H](O)[C@@H]2OC | . | 4.6% | -6.0%
47 | NC1C2CN3CCN(C2)CC1(c1ccccc1)C3 (stereo not drawn) | -1.8% | -5.4% | 16.8%
48 | CCC(=NCCN1CCOCC1)c1c(O)n(C2CCCCC2)c(=O)[nH]c1=O | -4.8% | ? | ?
49 | O=C1NC(=O)N(Cc2ccccc2Cl)C(=O)/C1=C/c1cccs1 | -12.6% | 6.51µM* | 4.61µM*
50 | CCOC(=O)c1c(C)[nH]c(C)c1S(=O)(=O)NCC(=O)N1CCN(c2cc(Cl)ccc2C)CC1 | -6.0% | 23.1µM* | 18.4µM*
51 | C[C@H](N)Cc1cnc[nH]1 | 16.7%&-4.5% | -2.1%&6.7% | -10.8%&-11.7%
52 | COc1cc(/C=C2/C(=O)NC(=O)N(c3ccc(C)cc3)C2=O)cc(OC)c1OC | -0.1% | 10.5% | -0.1%
53 | CC1=CC(=C2C(=O)NC(=O)NC2=O)C=C(C(F)(F)F)N1Cc1ccccc1 | -2.8% | ? | 18.4µM*
54 | COc1ccc(CCNCc2cccc(C(F)(F)F)c2)cc1OC | -5.3% | ? | ?
55 | OCC(O)Cc1ccc2c(c1)OCO2 (stereo not drawn) | -10.5% | -1.8% | -18.3%
56 | Cc1cccc2nc(-c3ccccc3)c(-c3ccc(CN4CCC(n5c(=O)[nH]c6ccccc65)CC4)cc3)nc12 | . | 9.2µM* | 13µM*
57 | CNC(=O)O/N=C/C(C)(C)S(C)=O (stereo not drawn) | . | 7.5% | 10.2%
58 | N#CC(c1ccccc1)N1CCOCC1 (stereo not drawn) | -9.9% | -6.3% | 18.8%
59 | O=[N+]([O-])c1ccc2c(c1)C(c1ccccc1)=NCCN2 | -4.9% | -9.9% | -27.3%
60 | Clc1ccc(N2CC2c2ccncc2)cc1 (stereo not drawn) | 0.6% | ? | ?
61 | C=C1C(O)[C@@H]2O[C@]3(CC[C@H](/C=C/C(C)[C@@H]4CC(C)=CC5(O[C@H](C[C@@](C)(O)C(=O)O)CCC5O)O4)O3)CC[C@H]2O[C@@H]1C(O)CC(C)[C@H]1OC2(CCCCO2)CCC1C (stereo partly drawn) | -4.6% | 0.164µM* | 0.146µM*
62 | Cc1cc(Br)cn2c(CC(=O)N3CCCCC3)c(-c3ccc(F)cc3)nc12 | . | ? | 16.4µM*
63 | C1CCC2CCCCC2C1 (stereo not drawn) | -6.9% | 4.0% | -19.2%
64 | CCOC(=O)[C@]12Cc3cc(N(C)C)ccc3[C@H]1N(Cc1ccccc1)C(=O)c1ccccc12 | . | 13µM* | 6.51µM*
65 | O=C(O)Cn1cc(C=C2C(=O)NC(=O)NC2=O)c2ccccc21 | -16.9% | 5.9% | 23.7%
66 | Cc1ccc(/C=C2\C(=O)NC(=O)N(CC3CCCO3)C2=O)s1 (stereo not drawn) | -2.7% | -11.6% | ?
67 | CCOC(=O)[C@]12Cc3cc(Cl)ccc3[C@H]1N(C)C(=O)c1cc(OC)ccc12 | . | 23.1µM* | 16.4µM*
68 | CS(=O)(=O)c1ccc(C2=C(CNC(=O)c3nccs3)[C@H]3CC[C@@H](C2)N3Cc2ccco2)cc1 | . | -12.1% | -17.7%
69 | COC(=O)c1c(C)n(Cc2ccc3c(c2)OCO3)c2ccc(O)cc12 | -12.3% | ? | -23.6%
70 | CC(N)Cc1c[nH]c2ccc(Cl)cc12 (stereo not drawn) | . | -12.2% | -29.1%
71 | C=CC1CN2CCC1CC2C(O)c1ccnc2ccccc12 (stereo not drawn) | 3.9%&20.1% | ? | ?
72 | O=c1[nH]c(SCc2ccccc2Cl)nc2c1CCCC2 | -3.6% | ? | ?
73 | Cc1ccc2oc(=O)n(CCC(=O)Nc3ccc(N4CCOCC4)cc3)c2c1 | 1.8% | -2.3% | ?
74 | COc1ccc(C(C)=O)cc1CC(C(=O)c1ccc(F)cc1)N(C)C (stereo not drawn) | 18.4% | 0.9% | -7.2%
75 | COc1ccc(Cl)cc1NC(=O)c1sc2nc3c(cc2c1N)N1CCC3CC1 | -1.8% | 0.9% | -24.4%
76 | Cc1ccc(CCNC(=O)c2cc3cc(S(=O)(=O)N4CCCCC4)ccc3n2C)cc1 | -6.2% | 7.31µM* | 2.91µM*
77 | COc1cccc(NC(=O)Cn2cc(C(=O)c3ccccc3)c3ccccc32)c1 | -0.9% | ? | ?
78 | CCOC(=O)c1ccc(N2C(=O)CC(N3CCC(O)(c4ccc(Cl)cc4)CC3)C2=O)cc1 (stereo not drawn) | -22.7% | ? | ?
79 | COC(=O)C(O)(c1ccc(N(C)S(=O)(=O)c2ccccc2)cc1)C(F)(F)F (stereo not drawn) | 2.2% | -13.9% | -1.0%
80 | CC1NCCOC1c1ccccc1 (stereo not drawn) | -22.3% | -0.7% | -6.4%

Continuation:
No. | smiles | GCN5L2 inh | DT40 TDP1 CPT | TDP1 cell noCPT
81 | CCN(CC)Cc1nccn1-c1ccc([N+](=O)[O-])cc1C(=O)c1ccccc1Cl | . | -83.5% | 5.96µM*
82 | Cc1ccccc1NC(=O)CSc1nc2ccccc2c2nc(CCn3c(C)nc4ccccc43)nn12 | -3.1% | 14.6µM* | 18.4µM*
83 | N#CSCC(=O)N1c2ccccc2CCc2ccccc21 | -2.4% | 5.8µM* | 7.31µM*
84 | CC(C)(C)c1o[nH]c(=O)c1C[C@H](N)C(=O)O | -21.0%[0.501 µM] | 5.5% | -4.7%
85 | CCOc1ccccc1N1C(=O)NC(=O)C(CCc2ccncc2)(CCc2ccncc2)C1=O | -4.6% | -14.4% | -19.6%
86 | CC(NC(=O)N1CC1(C)C)c1ccccc1 (stereo not drawn) | . | 1.7% | -18.8%
87 | CS(=O)(=O)c1ccc(C2=C(CNC(=O)c3cccnc3)[C@H]3CC[C@@H](C2)N3Cc2ccccc2)cc1 | . | -2.3% | -17.9%
